IL2 activator: activates IL-2 in a cell-based reporter assay | IL-2 activation reporter assay, cell-based qHTS; stimulated with anti-CD3/CD4/CD28 beads; in transgenic mouse T cells | activation, % (series mostly up to about 46 µM) | 0.065% of 360,000 active | AID 652025; in the data active means activation above about 50%; inconclusive means mostly about 30% to 49%; further: 0% is about no effect
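EGFP and DsRed fluorescence is measured by plate cytometry in unstimulated transgenic mouse T cells exposed to compound for 60 minutes, then stimulated 18 hours at 37 degrees C with anti-CD3/anti-CD4 beads plus anti-CD28.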
GLP1R ag: activates the human GLP-1 receptor; P43220; HEK293 GLP-1R CRE-luciferase, luminescence, 4-6 h; cells express a hypersensitive GLP-1R form; Potency, µM (highest dose often 45.6 µM), without a hit: top-dose activation, hits mostly activators; 0.007% of 380,000 active; AID 624172; further: potency means the concentration at half of the fitted maximal effect; % of control where 0% means no effect
PI5P4K alpha inh: blocks human PI5P4K alpha kinase activity; PI5P4Kalpha enzyme, ADP-Glo luminescence, 60 min; hits give low values; max response, %; 1.2% of 330,000 active; active means max response of -50% or lower; inconclusive means between -30% and -50%; inactive means -30% or higher; further: value at the top dose of about 77 µM; on the % scale 0 is the no-effect control and ±100 the full control effect
Target sequence (P48426 whole entry, looked up): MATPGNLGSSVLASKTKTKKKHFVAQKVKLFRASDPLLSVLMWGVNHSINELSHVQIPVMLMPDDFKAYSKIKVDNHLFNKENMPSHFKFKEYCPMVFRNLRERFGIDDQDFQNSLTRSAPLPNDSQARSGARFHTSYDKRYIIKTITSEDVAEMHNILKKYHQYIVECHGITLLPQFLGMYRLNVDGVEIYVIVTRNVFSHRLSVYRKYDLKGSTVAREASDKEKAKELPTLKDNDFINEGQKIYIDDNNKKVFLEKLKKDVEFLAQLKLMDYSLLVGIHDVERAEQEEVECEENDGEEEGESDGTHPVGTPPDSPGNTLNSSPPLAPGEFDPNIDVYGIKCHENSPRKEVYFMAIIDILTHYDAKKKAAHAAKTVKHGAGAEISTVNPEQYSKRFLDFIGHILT
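Compounds were pin-transferred onto PI5P4Kalpha and substrate in HEPES pH 7.4 buffer with EGTA, CHAPS and 5% DMSO. ATP (5 microM final) started the reaction, which ran 60 minutes at room temperature before ADP-Glo detection.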
WRN helicase inh: inhibitors of human WRN helicase; Q14191; WRN helicase unwinding, fluorescent forked duplex, kinetic; Potency, µM (titrated, usually from 114 µM), without a hit: at the highest dose activity change, negative = inhibition, hits mostly inhibitors; 0.46% of 360,000 active; AID 651768; further: potency means the concentration at half of the fitted maximal effect; on the % scale 0 is the no-effect control and ±100 the full control effect; nearly all actives have a fitted effect of over 55% in size
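WRN at 20 nM final was preincubated with compound for 15 min at room temperature; reaction started with 100 nM forked duplex oligonucleotide carrying fluorophore and quencher plus 2 mM ATP (final). Unwinding followed kinetically by red fluorescence (ex 525/em 598 nm).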
HEK293 tox: cytotoxicity counter-screen for GLP-1 receptor inverse agonists | HEK293 cAMP-luciferase reporter cells, luminescence, 24 h | Potency, µM (doses to about 38.3 µM), for inactives: top-dose activity change, negative = inhibition, actives largely listed as inhibitors | 0.13% of 410,000 active;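 further: loss of luciferase light is scored as toxicity; potency means the concentration at half of the fitted maximal effect; on the % scale 0 is the no-effect control and ±100 the full control effect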
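To flag toxic compounds, the library was rerun on cells for 24 hr at 37 deg C and 5% CO2. Viability-linked luminescence was captured 12 min after adding luciferase detection reagent.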
DRD3 agonist: agonists of human D3 dopamine receptor; D3R DiscoveRx beta-arrestin cells, luminescence, 90 min; max activation, %; 0.58% of 410,000 active; in the data active means max activation above about 30%; further: 0% is about no effect; mostly tested at two doses, the higher about 12 µM
Target sequence (P35462 whole entry, looked up): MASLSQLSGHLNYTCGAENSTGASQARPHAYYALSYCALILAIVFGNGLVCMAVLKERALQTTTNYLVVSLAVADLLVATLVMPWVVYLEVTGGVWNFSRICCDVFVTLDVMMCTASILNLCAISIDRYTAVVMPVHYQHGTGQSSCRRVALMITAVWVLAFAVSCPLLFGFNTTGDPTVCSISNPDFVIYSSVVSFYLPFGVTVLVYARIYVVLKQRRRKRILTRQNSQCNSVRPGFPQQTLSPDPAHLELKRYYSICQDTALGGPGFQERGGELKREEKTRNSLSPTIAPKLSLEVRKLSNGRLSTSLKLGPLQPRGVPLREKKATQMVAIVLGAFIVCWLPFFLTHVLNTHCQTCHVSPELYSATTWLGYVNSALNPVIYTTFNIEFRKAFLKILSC
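Agonist-mode cell screen: cells plated at 1500/well and incubated overnight at 37 °C, then exposed to library compounds for 90 min at 37 °C. Detection reagent was added for 30–60 min at room temperature, and luminescence was read.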
GLP1R inv ag: GLP-1 receptor (human) inverse agonism. P43220. Potency, µM (series often up to 38.3 µM), inactives show at the highest dose activity change, negative = inhibition, most hits filed as inhibitors. 1.6% of 410,000 active. HEK293 GLP-1R CRE-luciferase, luminescence, 24 h; GLP-1R form is constitutively active. AID 624417; further: potency means the concentration at half of the fitted maximal effect; on the % scale 0 is the no-effect control and ±100 the full control effect; nearly all actives have a fitted effect of over 55% in size
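Inverse agonists were sought by their lowering of basal cAMP reporter luciferase output in HEK293 cells stably carrying constitutively active human GLP-1R, after 24 h compound treatment.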
PLK1 PBD block: blocks phosphopeptide binding to human PLK1 polo-box domain. P53350. Plk1 PBD binding of FITC phosphopeptide, fluorescence polarization. 2.8% of 360,000 active. Potency, µM, inactives show max response, negative = inhibition, most hits filed as inhibitors; further: potency means the concentration at half of the fitted maximal effect; series mostly up to about 57 µM; on the % scale 0 is the no-effect control and ±100 the full control effect; nearly all actives have a fitted effect of over 65% in size
D3 antag: antagonists of human D3 dopamine receptor; P35462; D3R cells, DiscoveRx beta-arrestin luminescence, antagonist mode; hits give low values; max response, negative = inhibition, %; 2.5% of 360,000 active; AID 652054; in the data active means max response below about -50%; inconclusive means no clear call, values can overlap the other calls; further: on the % scale 0 is the no-effect control and ±100 the full control effect; mostly tested at two doses, the higher about 12 µM
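Cells expressing the human receptor were seeded at 1500 cells/well, incubated overnight at 37 degrees C in 5% CO2, then exposed to library compounds with dopamine controls for 90 minutes at 37 degrees C before luminescent detection.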
Numbers without * were called inactive; ? = inconclusive; nt = not tested or not shown; & = joins results of further samples; [ ] = remark or other dose. Unless noted, the call rests on the fitted dose curve; in most records, active means well fitted curve in the direction sought with a large enough effect; inconclusive means small, poorly fitted or top-dose-only effect, or another doubt; inactive means no such curve, though single readings can be large; an effect the other way counts as inactive or inconclusive. This is a random part of the collection; overall some 7.8% were active at least once.

SMILES	IL2 activator	GLP1R ag	PI5P4K alpha inh	WRN helicase inh	HEK293 tox	DRD3 agonist	GLP1R inv ag	PLK1 PBD block	D3 antag
CCCCN(C)c1c(C)nc2ccc(C(=O)N(CC)CCN(C)C)cn12	2.1	11%	3	-1%	-5%	-9	25%	-4%	-14
CCCN(CCC)C(=O)CC(c1ccccc1)c1cc(C)ccc1O (centres undefined)	-1.7	-5%	nt	-2%	-18%	1	0%	-2%	-28
N#CCc1nn(-c2ccc(Cl)cc2)c(N)c1C#N	0.3	3%	?	-28%	0%	0	6%	0%	-13
Oc1ccc(-c2csc(Nc3ccc4c(c3)OCO4)n2)c(O)c1	0.2	26%	-20	2%	2%	1	-3%	-10%	3
NC(=O)C1Cc2ccccc2CN1C(=O)c1nn(Cc2ccccc2)c(=O)c2ccccc12 (centres undefined)	0.3	14%	0	5%	19%	2	11%	-5%	-1
CCOc1ccc(-c2cc(C(=O)N/N=C(\C)c3cccnc3)c3ccccc3n2)c(OCC)c1	0.3	-3%	-1	0%	-12%	-2	0%	-3%	11
CCOC(=O)C1=C(COC(=O)c2c(OC)cccc2OC)NC(=O)NC1C (centres undefined)	0.3	17%	2	-4%	-10%	12	37%[activator]	-2%	26
O=C(NC(Cc1ccccc1)C(=O)O)/C(=C/c1ccccc1)NC(=O)c1cccc(Br)c1 (centres undefined)	-1.3	0%	0	?	5%	-15	-20%	-15%	-12
Cc1cc(C)nc(NC(=O)c2cc([N+](=O)[O-])cc([N+](=O)[O-])c2)n1	0.0	0%	1	-4%	18%	1	20%	-19%	-4
CS(=O)(=O)c1cccc(-c2ccc3nncn3c2)c1	0.0	0%	9	-2%	6%	1	18%	-9%	-16
NC(=O)c1ccsc1NC(=O)COC(=O)/C=C/c1ccccc1[N+](=O)[O-]	-0.2	3%	31	?	0%	-1	10%	-1%	11
CCCNC(=O)C(=O)NCc1ccccn1	1.9	-4%	1	0%	2%	1	4%	0%	8
Cc1ccccc1/C(N)=N/OC(=O)c1ccc(F)cc1	2.1	0%	2	-3%	0%	2	-22%	0%	14
Cc1cc(C(=O)N/N=C/c2c3ccccc3cc3ccccc23)n[nH]1	-0.8	20%	?	?	?	-12	?	-10%	-12
O=C(COC(=O)CNC(=O)c1ccccc1)Nc1ccc2c(c1)OCO2	0.2	6%	2	3%	-3%	-1	6%	-17%	-17
CCCS(=O)(=O)NC(=O)C1(C)CCN(C(=O)c2ccc(SC(F)(F)F)cc2)C1 (centres undefined)	1.0	-2%	-9	6%	0%	-4	1%	0%	-23
Cc1ccc(C(c2c(NC(=O)c3ccco3)sc(C)c2C)N2CCOCC2)cc1 (centres undefined)	0.7	5%	7	-8%	4%	3	-15%	-8%	-14
CC(C)(C)OC(=O)N1CCC(CNC(=O)c2cccs2)CC1	6.3	7%	-1	-6%	10%	8	-4%	3%	6
Cc1ccc(CNC(=O)c2ccc(OCC3CCCO3)cc2)cc1 (centres undefined)	-0.4	-9%	6	4%	-17%	-3	7%	-4%	8
Cc1cnc(C)c(N2CCN(Cc3nc(-c4ccc(C)o4)oc3C)CC2)n1	-3.6	9%	4	1%	7%	-14	7%	-8%	12
Cc1cccc(Oc2ccccc2NC(=O)c2cnccn2)c1	6.1	3%	-4	-30%[57.1 µM]	0%	4	31%[activator]	-19%	0
C=CCNS(=O)(=O)c1ccc(OCC(=O)OC)cc1	-0.2	-3%	nt	1%[57.1 µM]	38%[activator]	0	-1%	-4%	3
Cc1ccc(CN2C(=O)CSC2c2ccc(F)cc2)cc1 (centres undefined)	0.8	17%	0	-1%	2%	-1	?	-4%	-1
COc1cccc(C(=O)Nc2ccc3c(c2)C(=O)c2ccccc2C3=O)c1	0.0	24%	-23	?	-14%	17	0%	27µM*	67
CCN(CC)S(=O)(=O)c1ccc(/C=C/C(=O)OCC(=O)N(C)C)cc1	0.4	6%	2	-2%	10%	2	8%	-7%	-1
CCOC(=O)N1CCN(C(=O)c2ccc(-n3c(=S)[nH]c4ccccc4c3=O)cc2)CC1	-0.8	-5%	nt	5%	-7%	42*	18%	-6%	13
CCOc1cc(NC(=O)c2ccco2)c(OCC)cc1NC(=O)c1ccco1	1.2	8%	-4	22%	-3%	0	15%	-9%	10
C/C(Cc1ccccc1)=N\NC(=O)CNC(=O)c1ccc(C(C)(C)C)cc1	0.3	6%	0	-23%[57.1 µM]	-9%	-1	-9%	-10%	6
CN(C)CCNC(=O)c1sc2cccc(F)c2c1Cl	-1.8	-1%	0	5%	35%[activator]	-11	-33%	-20%	-9
COc1ccc(CNC(=O)c2cc(=O)c3cc(C)ccc3o2)cc1	3.0	7%	-5	-5%	-10%&0%	-1&10	4%&7%	-12%	-1
O=C(CN1C(=O)C2CC=CCC2C1=O)NCC(=O)Nc1ccc(F)c(F)c1 (centres undefined)	4.1	-5%	0	-6%	3%	1	2%	-1%	26
O=C(Nc1ccc(N2CCN(C(=O)c3cccs3)CC2)cc1)c1cccnc1	-0.2	11%	0	-14%	-5%	5	-7%	-10%	-1
CCCC(=O)Nc1nnc(SCC(=O)N2CCN(c3ccccc3)CC2)s1	-0.7	-4%	0	-7%	4%	1	6%	3%	10
Cc1ccc(Nc2nc(CSc3nnc(-c4cccnc4)n3-c3ccccc3C)cs2)cc1	0.3	3%	-19	-11%	-22%	2	?	1%	14
COc1ccc(-c2nnc(SCC(=O)NNC(=O)c3ccc(C)cc3)o2)cc1	-0.5	-7%	-9	-25%	1%	4	2%	-9%	-16
O=C(CCC(=O)c1ccc(Br)cc1)Nc1ccc(F)cc1	2.1	12%	-2	-1%	-12%	3	?	8%	0
CCCc1[nH]nc2c1C(c1ccsc1)C(C#N)=C(N)O2 (centres undefined)	-3.3	0%	?	-10%	12%	4	-6%	?	8
Cc1cccc(NC(=O)CCS(=O)(=O)c2ccc(Br)cc2)c1	-3.4	-1%	-1	-19%	4%	1	5%	3%	4
CCCC(=O)Nc1nnc(/C=C/c2ccc(OC)cc2)s1	-2.3	6%	3	-3%	?	0	-7%	?	-8
Cc1sc(NC(=O)COc2ccccc2)c(C#N)c1-c1ccccc1	-1.2	24%	-3	3%	10%	20	1%	-14%	-10
O=C(NCc1ccccc1)c1nc[nH]c1C(=O)N1CCc2ccccc2C1	-0.6	7%	-4	-2%	?	4	9%	-3%	18
O=C(NCCc1ccccc1)C1c2ccccc2C(=O)N1Cc1cccs1 (centres undefined)	5.5	5%	-1	-3%	0%	-10	-20%	-3%	-8
O=C(Cc1ccccc1)Nc1ccc2c(c1)CCC2	-4.8	12%	2	1%	8%	-3	?	-8%	-11
CCc1cc(=O)oc2cc(OC(C)=O)cc(OC(C)=O)c12	-0.3	-6%	-9	-11%	258%[activator]	2	-24%	-21%	-58*
C=CCc1cc(/C=C2/NC(=O)N(CC(=O)OC)C2=O)cc(OC)c1O	-0.8	10%	5	-9%	-3%	8	0%	1%	-27
O=C(COC(=O)C1Cc2ccccc2CN1C(=O)c1ccccc1Cl)Nc1ccc(N2CCOCC2)cc1 (centres undefined)	-4.6	15%	-5	-8%	12%	-7	23%	-12%	?
Nc1ccc(C(=O)Nc2ccc(Nc3ccncc3)cc2)c([N+](=O)[O-])c1	-0.3	-3%	0	1%	1%	-3	9%	-4%	1
Cc1ccc(NC2=NC(c3ccc(O)cc3)n3c(nc(C)cc3=O)N2)cc1 (centres undefined)	-2.8	-5%	nt	4%	-7%	14	6%	-6%	16
N#Cc1cccc(NCC(=O)Nc2cccc(S(=O)(=O)N3CCCCC3)c2)c1	-0.1	-8%	-1	-4%	-5%	-5	?	6%	19
Cc1ccc(C(C)n2cc(C(=O)NCc3ccncc3)nn2)cc1 (centres undefined)	-0.7	1%	0	-6%	-11%	7	4%	?	-22
CCN(CC)C(=O)N1CCN(c2c([N+](=O)[O-])c(=O)oc3ccccc23)CC1	-0.1	-3%	1	6%	-3%	0	17%	1%	-4
CN1CCN(S(=O)(=O)c2ccc3c(c2)CC(=O)N3C)CC1	0.7	-2%	-3	0%	0%	-3	10%	0%	2
COc1ccc(-c2nc(CSCC(=O)N3CCN(C(=O)c4ccco4)CC3)c(C)o2)cc1OC	-1.8	0%	4	-1%	-4%	-9	10%	-11%	-16
O=C(NCC(c1ccc(F)cc1)N1CCOCC1)c1c(F)cccc1F (centres undefined)	0.7	12%	-3	6%	-10%	3	14%	-18%	4
CC1=C(C(=O)OCc2ccccc2)C(c2ccccc2OC(F)F)NC(=O)N1 (centres undefined)	-3.6	9%	nt	-16%	3%	-6	-12%	-7%	-14
Cc1cc(C)nc(Oc2ccc([N+](=O)[O-])cc2)n1	-1.1	9%	3	-4%	-1%	9	12%	-25%	-3
O=C(O)CN1C(=O)COc2ccc(S(=O)(=O)N3CCCCCC3)cc21	-2.4	0%	-9	20%	6%	-1	20%	2%	-19
O=S(=O)(Nc1cc(C(F)(F)F)ccc1N1CCOCC1)c1ccccc1	-0.3	-2%	8	3%	3%	-15	-27%	5%	0
CC1(C(=O)Nc2cccc3c2CCCC3)CCN1C(=O)Cc1ccccc1Cl (centres undefined)	-0.2	20%	16	-1%	-7%	0	?	-7%	6

Structures above that contain an aryl thioether with sulfur outside any ring:
SMILES	IL2 activator	GLP1R ag	PI5P4K alpha inh	WRN helicase inh	HEK293 tox	DRD3 agonist	GLP1R inv ag	PLK1 PBD block	D3 antag
CCCS(=O)(=O)NC(=O)C1(C)CCN(C(=O)c2ccc(SC(F)(F)F)cc2)C1 (centres undefined)	1.0	-2%	-9	6%	0%	-4	1%	0%	-23
CCCC(=O)Nc1nnc(SCC(=O)N2CCN(c3ccccc3)CC2)s1	-0.7	-4%	0	-7%	4%	1	6%	3%	10
Cc1ccc(Nc2nc(CSc3nnc(-c4cccnc4)n3-c3ccccc3C)cs2)cc1	0.3	3%	-19	-11%	-22%	2	?	1%	14
COc1ccc(-c2nnc(SCC(=O)NNC(=O)c3ccc(C)cc3)o2)cc1	-0.5	-7%	-9	-25%	1%	4	2%	-9%	-16

High-throughput results as filed in PubChem BioAssay.
